From PubChem BioAssay
NPY-Y1 PAM-ag: potentiates or activates human NPY-Y1 receptor; NPY-Y1 expressing cells, potentiator/agonist activation; activation, % at 3.6 µM; actives 0.37% (n = 220,000); AID 1304; in the data active = activation above about 33%, passing the limit was not always enough;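 note: cells stimulated with NPY at EC10 then isoproterenol at EC100; 0% = low agonist plus stimulus and 100% = saturating agonist plus stimulus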
S1P4 agonist: agonists of human S1P4 receptor; S1P4-expressing cell line, agonist reporter assay; activation, % at 4.98 µM; actives 0.35% (n = 220,000); in the data active = activation above about 11%;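 note: 0% = DMSO vehicle and 100% = reference agonist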
CHOP inh: CHOP inhibition in unfolded protein response; CHO-K1 CHOP-promoter luciferase, tunicamycin-induced, 15-18 h; inhibition, % at 10 µM; actives 3.8% (n = 220,000); AID 2732;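 active = compounds that reduced the stress-induced luciferase reporter signal by more than about 70% of percent inhibition, limit read from the data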;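 note: 0% = tunicamycin plus vehicle and 100% = wells without tunicamycin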
TRPN1 ag: agonists of zebrafish TRPN1 channel | activation, % at 3 µM | actives 0.18% (n = 220,000) | HEK293 zebrafish TRPN1-YFP, Fluo-8 calcium fluorescence; 100% = response to 87 µM carbachol | AID 1424;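 active = activation above its plate's cutoff, the mean activation of test wells on that plate plus 3 SD, cut at about 19% in these data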;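 note: 0% = DMSO alone and 100% = 87 µM carbachol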
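Control set: carbachol 87 µM as high control, DMSO as low control; system: HEK293 stable line with zebrafish TRPN1-YFP; read-out: % activation versus carbachol response; detection: intracellular calcium fluorescence with Fluo-8; doses: single test compound dose, 3 µM nominal, 0.3% DMSO; schedule: dye 1 h 37 °C plus 30 min RT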
S1P4 antagonist: blocks the human S1P4 receptor | O95977 | inhibition, % at 4.98 µM | actives 0.26% (n = 220,000) | S1P4-expressing cells, antagonist mode, reporter read-out; in the data active = inhibition above about 29%;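 note: 0% = wells stimulated with agonist and 100% = vehicle wells without agonist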
NPY Y1 blocker: blocks the human neuropeptide Y Y1 receptor; P25929; HEK293-CNG Y1 cells, membrane potential fluorescence; NPY at EC95, then isoproterenol; inhibition, % at 3.6 µM; actives 1% (n = 200,000); AID 1040;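 active = inhibition above the campaign mean inhibition of all tested compounds plus 3 SD, cut at about 20% in these data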;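 note: 0% = DMSO wells given NPY plus isoproterenol and 100% = isoproterenol alone without NPY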
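Material: HEK293 cells with Y1 receptor plus CNG channel; times: compound incubation 1 h at room temperature, readout 45 min post-stimulation; signal: fluorescence, membrane potential probe; read-out basis: fluorescence ratio normalized to % inhibition between controls; benchmarks: full-block control isoproterenol-only wells, zero-block control NPY plus isoproterenol wells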
NPY-Y2 PAM-ag: potentiators or agonists of human neuropeptide Y receptor Y2; P49146; cells expressing NPY-Y2, potentiator/agonist read-out; activation, % at 3.6 µM; actives 0.45% (n = 220,000); AID 1359; in the data active = activation above about 27%;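 note: cells stimulated with NPY near EC25 plus isoproterenol at EC100; 0% = vehicle plus submaximal agonist and 100% = vehicle plus saturating agonist; some results beyond the cut were filed as inactive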
EP2 modulator: modulates human prostaglandin E2 receptor EP2 signaling; P43116; EP2-expressing cells, cAMP HTRF FRET, PGE2 co-stimulation; induction, % at 25 µM; actives 0.83% (n = 260,000);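 active = compounds whose cAMP rise, as percent of the full-agonist control response, exceeds 60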;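 note: rat C6 glioma line stably carrying human EP2 under a CMV promoter; the protocol text gives 20 µM as final concentration; 100% = response of wells given 1 µM PGE2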
Target sequence (P43116 whole entry, looked up): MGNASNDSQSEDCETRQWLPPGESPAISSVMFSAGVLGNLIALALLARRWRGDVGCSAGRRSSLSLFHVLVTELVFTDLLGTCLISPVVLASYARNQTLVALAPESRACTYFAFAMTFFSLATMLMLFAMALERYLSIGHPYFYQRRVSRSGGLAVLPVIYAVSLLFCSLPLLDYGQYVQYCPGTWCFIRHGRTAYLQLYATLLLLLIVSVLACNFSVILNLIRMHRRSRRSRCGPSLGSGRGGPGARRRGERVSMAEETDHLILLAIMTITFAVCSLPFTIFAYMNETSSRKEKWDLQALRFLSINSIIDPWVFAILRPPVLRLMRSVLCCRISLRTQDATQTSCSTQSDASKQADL
TRPML3 agonist: human mucolipin-3 channel agonism; actives 0.29% (n = 220,000); AID 1448; activation, % at 3 µM; HEK293 TRPML3-YFP, Fluo-8 calcium fluorescence; 100% = the carbachol control signal;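 active = activation above its plate's cutoff, the mean activation of the plate's test wells plus 3 SD, cut at about 12% in these data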;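 note: 0% = DMSO only wells and 100% = carbachol wells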
Target sequence (Q8TDD5 whole entry, looked up): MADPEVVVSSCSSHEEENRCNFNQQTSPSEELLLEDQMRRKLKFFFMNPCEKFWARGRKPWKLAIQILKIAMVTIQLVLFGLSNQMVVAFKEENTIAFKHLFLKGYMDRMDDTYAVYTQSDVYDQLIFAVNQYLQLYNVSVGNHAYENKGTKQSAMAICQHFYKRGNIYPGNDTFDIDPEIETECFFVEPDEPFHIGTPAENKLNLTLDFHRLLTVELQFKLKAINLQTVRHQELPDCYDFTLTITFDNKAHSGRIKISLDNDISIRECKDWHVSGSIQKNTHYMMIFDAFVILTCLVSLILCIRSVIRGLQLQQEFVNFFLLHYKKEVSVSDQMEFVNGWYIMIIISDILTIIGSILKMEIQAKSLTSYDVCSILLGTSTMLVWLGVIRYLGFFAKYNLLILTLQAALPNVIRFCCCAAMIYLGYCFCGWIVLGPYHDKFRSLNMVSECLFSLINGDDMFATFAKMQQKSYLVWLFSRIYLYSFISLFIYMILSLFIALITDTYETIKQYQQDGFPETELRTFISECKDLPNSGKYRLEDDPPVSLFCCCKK
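Test system – HEK293 line with stable expression of human TRPML3-YFP channel · Control set – carbachol 87 µM final as high control (100%), DMSO as low control (0%) · Signal – Fluo-8 calcium dye fluorescence, ex 470-495, em 515-575 nm · Incubation – 1-h 37 °C dye load, 5-s basal, 120-s post-compound reads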
* = called active by the depositor; · = not tested or not shown; & = joins results of further samples.

Every second line gives: NPY-Y1 PAM-ag, S1P4 agonist, CHOP inh, TRPN1 ag, S1P4 antagonist, NPY Y1 blocker, NPY-Y2 PAM-ag, EP2 modulator, TRPML3 agonist
- COC(=O)c1ccccc1NC(=S)NC(=O)c1ccc(C)cc1
 : -17, 1.4, -1, -0.7, -12, 5, -1, 35, 0.6
- CCOc1ccc(NS(=O)(=O)c2cc(OCC(N)=O)c(C)cc2Cl)cc1
 : 15, -0.9, -13, 1.1, -10, -6, 12, 0, 1.2
- Cc1ccc(-n2c(SCC(=O)N3CCCCC3)nc(O)cc2=O)cc1
 : 10, -0.6, -5, 1.1, 4, ·, 5, 14, 1.0
- O=C(N/N=C/c1ccccc1C(=O)O)c1cc(-c2ccc3c4c(cccc24)CC3)n[nH]1
 : 4, 2.0, 3, -2.0, -15, 1, -10, -33, 0.1
- C/C(O)=c1/ccc2cccc3nc(C)nc1c23
 : 1, 2.2, 4, 1.3, -11, 0, 6, 12, 1.4
- CCOc1ccc(CN2CCN(CC3=Cc4cccc(OC)c4OC3)CC2CCO)cc1 (configuration not stated)
 : -8, -1.0, 8, 5.4, -3, 0, -12, -4, 2.8
- COC(=O)C1=C(C)N(c2ccccc2)/C(=C/c2ccco2)C1=O
 : 23, -3.8, 5, 0.1, 5, ·, 14, 9, 0.5
- COc1ccc(CNCCNC(=O)c2ccco2)c(OC)c1OC
 : 0, -0.7, 15, 1.3, 5, -3, 12, 9, 0.8
- OC1CCCCC1Sc1nc2ccccc2s1 (configuration not stated)
 : 10, 1.5, -22, 0.5, -6, 1, 19, 17, -0.2
- CS(=O)CSc1nc2c(cc1C#N)CCCC2 (configuration not stated)
 : -4, 0.5, -2, -0.9, -2, 6, -6, 2, -0.3
- O=C(CNc1cccc(C(F)(F)F)c1)N/N=C/c1cccc(Br)c1
 : -3, -1.3, 99*, 1.1, 1, 4, -7, 10, 1.2
- CNC(=S)N1CCn2cccc2C1c1ccc(F)cc1 (configuration not stated)
 : -5, 1.8, -12, 1.7, -13, 2, 5, -17, 0.7
- COc1ccc(CNC(=O)COc2ccc(C)nc2[N+](=O)[O-])cc1
 : -3, 1.9, 22, -1.4, -5, -3, -4, 3, 1.0
- CC(C)[C@H](NS(=O)(=O)c1cccc(Cl)c1)C(=O)OCC(=O)N1CCN(c2ccccc2)CC1
 : 14, 0.2, 34, 0.3, -16, 1, 6, 8, 0.4
- O=C(/C=C/c1ccccc1Cl)N1CCCN(C(=O)/C=C/c2ccccc2Cl)CC1
 : -22, -0.2, 9, -0.1, -1, 10, -5, 7, 0.1
- COC(=O)c1ccc(S(=O)(=O)NCc2ccc(OC)cc2)n1C
 : -2, -1.4, -1, 2.0, -4, ·, 1, 0, 0.3
- CCOc1ccc(Cl)cc1S(=O)(=O)NCc1cccnc1
 : -13, 3.7, -4, 2.3, -1, 6, -4, 2, 0.2
- COc1ccc(-c2c3c(=O)n(C)c(=O)n(C)c3cn2-c2ccc(O)cc2)cc1
 : 12, 1.9, -5, -0.5, -13, ·, -1, 13, -0.2
- Cc1cc(-c2ccccc2)n(-c2ccc(C(=O)NC(C)C)cc2)n1
 : 4, -0.7, 35, -0.2, -1, -1, -21, -9, 0.3
- O=C1CC(c2nc3ccccc3[nH]2)CN1c1ccccc1 (configuration not stated)
 : 2, -0.2, 1, 1.6, -3, 6, -4, 3, 0.4
- O=C(O)CCc1ccc(-c2cccs2)n1NC(=O)c1cccs1
 : -1, 0.1, 15, 0.7, -9, 5, 8, 38, 0.6
- CCN(CC)CCN(C)C(=O)c1ccc(OC2CCN(C(=O)C3CC3)CC2)cc1
 : 4, 1.2, -6, -0.4, -9, 10, -11, -5, 0.0
- COc1cccc(CNCc2cccnc2)c1OCc1ccccc1
 : 13, -2.1, 9, -1.4, -8, 8, -18, 7, -0.1
- COC(=O)c1c(NC(=O)CCCC(=O)O)sc2c1CCC2
 : -24, -2.6, 12, -0.4, 6, 7, 1, 13, 0.4
- CCOC(=O)CNC(=O)Cn1c(C)cc2ccccc2c1=O
 : -12, 0.1, 11, 0.6, -17, -2, -1, 18, 0.2
- c1ccc2c(C[n+]3csc4ccccc43)cccc2c1
 : 0, -0.1, 29, 0.5, -3, 3, 8, 29, 34*
- Cc1cc(C)cc(-c2nnc(SCC(=O)N3CCN(C(=O)c4ccco4)CC3)o2)c1
 : -13, 1.0, 45, -1.3, 4, 0, -9, -6&-19, -0.5
- CCc1ccc(CN2CC(C(=O)O)CC2=O)cc1 (configuration not stated)
 : 2, -0.8, 12, 0.0, -10, 2, 2, -19, 0.8
- CCN(CC)CCCNC(=O)CCC(=O)NNc1nc2ccccc2c2nc(C)nn12
 : -15, -0.5, 16, 1.9, -10, 3, -8, 5, 0.4
- CCCCN(C)CCNC(=O)c1nn(-c2ccc(OC)cc2)c(=O)c2c1c1ccccc1n2C
 : -6, -0.6, -5, 0.6, -3, 15, -14, -11, -0.1
- O=S1(=O)N=C(N(CCO)/N=C/c2ccncc2)c2ccccc21
 : 25, 1.6, -23, 1.2, -3, 2, -4, 0, 0.4
- c1ccc2c(C3=NNC(=NC4CC4)SC3)c[nH]c2c1
 : -1, -1.1, 13, -0.3, 4, -4, 5, -32, 0.7
- O=C(COC(=O)c1cccnc1Nc1cccc(C(F)(F)F)c1)NCc1ccc2c(c1)OCO2
 : 22, -3.0, 46, 0.2, -9, 0, -7, -16, 0.2
- CCCCNC(=S)N1CCN(c2nc3ccccc3s2)CC1
 : -6, 1.3, 36, 5.8, -16, -1, -1, -74, 4.4
- Cc1nnc(NC(=O)CSc2nnc(Cc3cccn3C)n2-c2cccc(C)c2C)s1
 : -4, 0.6, 1, 1.1, 2, -4, -8, -12, 0.6
- Cc1ccc(OCc2n[nH]c(=S)n2C2CCCCC2)cc1
 : 3, -0.2, -38, -0.6, 1, -4, -3, 5&35, 0.7
- CC(C)(C)c1ccc(CCC2OCC(C[N+]3(C)CCOCC3)O2)cc1 (configuration not stated)
 : 0, 1.0, 10, -0.7, 0, ·, 5, 18, 0.6
- COc1ccc(-c2nnc3n2N=C(c2cccc(Br)c2)CS3)cc1OC
 : 2, 0.1, -12, -0.3, -7, 2, -1, 34, 0.6
- O=C(OCc1cnc(Cl)s1)c1cccs1
 : -10, -1.1, -12, -1.5, -5, 3, 1, 17, 0.2
- Cc1nnn(-c2nonc2N)c1C(=O)N/N=C/c1cccc2ccccc12
 : 0, 0.9, -22, 1.1, -11, -6, 4, -11, 0.4
- O=C1c2ccsc2SCCN1Cc1ccccc1
 : 3, -0.4, -8, -3.5, 1, 3, -8, 23, 0.3
- Cc1ccc(F)cc1NC(=S)NCCc1ccccc1
 : 8, -0.2, -6, 0.1, -1, 9, -5, -67, -0.4
- CCCOc1ccc(C(CC(=O)O)NC(=O)C23CC4CC(CC(C4)C2)C3)cc1 (configuration not stated)
 : -2, -1.8, 2, -1.3, 15, 10, 8, 22, 0.4
- N#CC12COC3(CCCCC3C1(C#N)C#N)OC2=N (configuration not stated)
 : 8, 3.7, -82, 0.5, -7, ·, -9, -23, 1.7
- O=C(C(=O)N1CCN(C(=O)c2ccco2)CC1)c1c[nH]c2ccccc12
 : 13, 0.4, 15, 1.1, 2, -3, 0, 20, 1.1

Results in S1P4 antagonist, S1P4 agonist and EP2 modulator, for 3 of the compounds above:
canonical_smiles	S1P4 antagonist	S1P4 agonist	EP2 modulator
Cc1nnn(-c2nonc2N)c1C(=O)N/N=C/c1cccc2ccccc12	-11	0.9	-11
O=C1c2ccsc2SCCN1Cc1ccccc1	1	-0.4	23
Cc1ccc(F)cc1NC(=S)NCCc1ccccc1	-1	-0.2	-67

3 neighbouring compounds from above:
Every second line gives: NPY-Y1 PAM-ag, S1P4 agonist, CHOP inh, TRPN1 ag, S1P4 antagonist, NPY Y1 blocker, NPY-Y2 PAM-ag, EP2 modulator, TRPML3 agonist
- CCCOc1ccc(C(CC(=O)O)NC(=O)C23CC4CC(CC(C4)C2)C3)cc1 (configuration not stated)
 : -2, -1.8, 2, -1.3, 15, 10, 8, 22, 0.4
- N#CC12COC3(CCCCC3C1(C#N)C#N)OC2=N (configuration not stated)
 : 8, 3.7, -82, 0.5, -7, ·, -9, -23, 1.7
- O=C(C(=O)N1CCN(C(=O)c2ccco2)CC1)c1c[nH]c2ccccc12
 : 13, 0.4, 15, 1.1, 2, -3, 0, 20, 1.1

One compound at a time, as listed above. Values in the order: NPY-Y1 PAM-ag | S1P4 agonist | CHOP inh | TRPN1 ag | S1P4 antagonist | NPY Y1 blocker | NPY-Y2 PAM-ag | EP2 modulator | TRPML3 agonist
Profile of CCCOc1ccc(C(CC(=O)O)NC(=O)C23CC4CC(CC(C4)C2)C3)cc1 (configuration not stated) → -2 | -1.8 | 2 | -1.3 | 15 | 10 | 8 | 22 | 0.4
Profile of Cc1ccc(F)cc1NC(=S)NCCc1ccccc1 → 8 | -0.2 | -6 | 0.1 | -1 | 9 | -5 | -67 | -0.4

(listing goes on)
Every second line gives: NPY-Y1 PAM-ag, S1P4 agonist, CHOP inh, TRPN1 ag, S1P4 antagonist, NPY Y1 blocker, NPY-Y2 PAM-ag, EP2 modulator, TRPML3 agonist
- COc1ccc(-c2cc(C(=O)N3CCCCC3)no2)cc1OC
 : 2, 1.5, -32, 0.1, 15, -3, 11, 13, -0.1
- CCc1ccccc1NC(=O)CC1S/C(=N\c2nccs2)N(CC)C1=O (configuration not stated)
 : 0, 0.8, 33, -0.9, 5, -2, 12, 20, 0.3
- CN(Cc1ccccc1)c1nc2c(c(=O)[nH]c(=O)n2C)n1CCSc1ncccn1
 : 7, -0.6, ·, 0.1, -10, 2, -4, ·, 1.2
- COCCCN1C(=O)c2ccc(C(=O)O)cc2C1=O
 : 8, -1.5, 30, -1.0, 3, 8, 9, 3, 1.5
- COc1ccc(CN=Cc2c(C(F)(F)F)[nH][nH]c2=O)cc1
 : -10, 0.6, 5, -0.4, -6, -1, -6, -6, 0.3
- Cc1ccc(OCc2nnc(SCC(=O)Nc3cccc4ccccc34)n2-c2ccccc2)cc1
 : -13, 5.6, 10, -1.7, 10, 4, -19, 4, 0.2
- Cc1cc(C)c(S(=O)(=O)N2CCN(C(=O)N(C)C)CC2)c(C)c1
 : -2, 1.3, -14, 0.2, -12, 0, 4, -38, 1.1
- O=C(COC(=O)CCSc1ccccc1Cl)Nc1ccc(F)cc1F
 : -9, 0.2, 72*, -2.2, -10, 5, -10, 7, 0.4
- CSc1ncccc1C(=O)NC1CCCCCC1
 : -14, 1.5, 0, 0.2, 7, -1, 0, 17, 0.7
- Cc1nnc(SCC(=O)NCc2ccc(F)cc2)[nH]c1=O
 : -8, 0.6, -15, -0.4, -17, 5, -2, 53, 0.2
- COc1ccc(CN2CCCC(CNC(=O)c3ccc(F)cc3)C2)c(F)c1 (configuration not stated)
 : -14, 1.9, -2, -0.4, -15, 1, -4, -17, -0.2
